Source: PubChem
mcGAS inh: cyclic GMP-AMP synthase inhibitors, mouse, primary biochemical chemiluminescence | Q8C6L5 | recombinant cGAS, Kinase-Glo ATP depletion luminescence | inhibition, % at 12.5 µM | hit rate 0.15% among 160,000 | AID 1259399, 2018;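 note: 0% = negative control wells and 100% = reference inhibitor with no enzyme activity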
hcGAS lum: Primary biochemical luminescence assay for human cyclic GMP-AMP synthase inhibitors; Q8N884; recombinant h-cGAS, ATP depletion, Kinase-Glo luminescence; inhibition, % at 12.5 µM; hit rate 0.081% among 290,000;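 note: 0% = vehicle reaction and 100% = reaction without DNA for no activity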
Target sequence (Q8N884 whole entry, looked up): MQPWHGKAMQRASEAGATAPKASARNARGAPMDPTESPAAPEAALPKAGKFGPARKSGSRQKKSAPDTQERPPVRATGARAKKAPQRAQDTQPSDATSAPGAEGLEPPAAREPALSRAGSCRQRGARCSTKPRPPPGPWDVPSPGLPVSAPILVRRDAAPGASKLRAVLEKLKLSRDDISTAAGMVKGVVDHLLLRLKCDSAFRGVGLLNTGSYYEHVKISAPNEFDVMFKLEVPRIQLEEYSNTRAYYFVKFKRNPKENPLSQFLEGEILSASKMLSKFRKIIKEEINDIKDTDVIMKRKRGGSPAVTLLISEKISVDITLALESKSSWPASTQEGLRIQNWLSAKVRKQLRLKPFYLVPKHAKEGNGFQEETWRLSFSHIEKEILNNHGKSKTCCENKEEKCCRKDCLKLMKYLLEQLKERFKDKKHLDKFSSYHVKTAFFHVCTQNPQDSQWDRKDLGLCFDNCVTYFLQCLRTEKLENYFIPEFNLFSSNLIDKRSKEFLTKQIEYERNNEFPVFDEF
NPYLR7 ag: agonists of mosquito NPYLR7 receptor, primary screen, cell-based, Aedes aegypti, calcium fluorescence, mosquito biting behavior; Aedes aegypti neuropeptide Y-like receptor 7 (NPYLR7); HEK293T NPYLR7/Galpha15, GCaMP6s calcium fluorescence; activation, % at 10 µM; hit rate 0.15% among 270,000; AID 1259423, 2018; in the data active = activation above about 40%;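 note: 0% = vehicle and 100% = reference agonist at the receptor; some compounds past the cut are filed as inactive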
Numbers without * were called inactive; nt = no result given; & = joins results of further samples. Cut-off read from the data, not from the text of the source, unless noted: active = inhibition above about 40%; inactive = the rest.

mol	mcGAS inh	hcGAS lum	NPYLR7 ag
CC(NC(=O)CNC(=O)COc1ccccc1)c1ccc(Br)cc1 (stereo not given)	nt	-4	-4
Cc1cc(F)ccc1Oc1cc(N2CCN(CC(=O)N3CCCC3)CC2)ncn1	-5	-4	-9
Cc1ccc(NC(=O)c2c(N)c(C(=O)c3ccccc3)n3ccccc23)c(C)c1	-8	-4	-6
COc1c(Br)cc(Br)cc1C(=O)NC(=S)NNC(=O)c1ccncc1	nt	-5	1
COc1ccccc1N1CCN(c2nc(-c3ccccc3F)nc3ccccc23)CC1	-5	-2	2
CC1CCc2[nH]nc(C(=O)N(C)C3Cc4ccccc4C3)c2C1 (stereo not given)	nt	-8	10
CCc1ccccc1NC(=O)CCn1cnc(-c2ccccc2)c1C1CC1	-11	-7	10
CCCN(Cc1ccccc1)CC(O)c1cccc(Br)c1 (stereo not given)	nt	-8	1
CC1=C(C(=O)OC(C)C)C(c2cccc(NC(=O)c3ccc4ccccc4c3)c2)NC(=S)N1C (stereo not given)	-6	-4	15
CCOc1ccccc1C(=O)NC1C=CC(C(C(=O)OC)c2ccccc2F)C1 (stereo not given)	-6	-6	2
CNc1nn(CC(=O)Nc2c(C)cc(C)cc2C)c(N)c1-c1nc(-c2ccccc2C)no1	-1	-1	nt
Cc1cc(C(=O)N2CCN(C(c3ccc(Cl)cc3)c3ccc(Cl)cc3)CC2)no1	-4	-2	1

New compounds follow
mol	mcGAS inh	hcGAS lum	NPYLR7 ag
Cc1ccc(S(=O)(=O)N2CCN(c3ccccc3[N+](=O)[O-])CC2)cc1	nt	-4	-5
O=C(Nc1ccccc1)N1CCCN(c2ccc(C(F)(F)F)cn2)CC1	nt	4	-2
CCOC(=O)C1CCCN(C(=O)c2csc(COc3ccc(C)cc3OC)n2)C1 (stereo not given)	-6	-4	21
CC(C)c1ccccc1N1C(=O)CSC1c1ccc(NC(=O)c2cccc([N+](=O)[O-])c2)cc1 (stereo not given)	-5	-5	nt
CCCS(=O)(=O)N(C)C(=O)c1ccc(CC)o1	nt	-20	-4
CC(C)OCCCn1c(N/N=C2\CCCCC2C)nc2ccccc2c1=O (stereo not given)	nt	-2	2
COc1ccc(CCNC(=O)c2ccccc2N2CCC(NC(=O)c3ccc(F)cc3F)CC2)cc1OC	-4	-4	-4
COC(=O)CC1(CS(=O)(=O)NCc2ccccc2F)CC1	nt	-6	1
O=C(NC1CC1)C1COC2(CCCCC2)N1C(=O)c1cc(F)cc(F)c1 (stereo not given)	-1	3	-4
CCOc1ccc(-c2nc(CSc3nc4c(c(=O)[nH]3)CCCC4)c(C)o2)cc1	-9	-3	-1
CC1SC(=NC(=O)N2c3ccccc3Sc3ccccc32)NC1=O (stereo not given)	nt	7	-1
CC(C)(C)NC(=O)c1ccc(C(=O)N2CCCC2c2cccs2)cc1 (stereo not given)	nt	-8	-18

Following part.
mol	mcGAS inh	hcGAS lum	NPYLR7 ag
CC(=O)N1CCn2nc(C(=O)NCc3nc4cc(C(C)(C)C)ccc4o3)cc2C1	-2	-1	0
CCc1ccc(S(=O)(=O)NCC(c2ccc3c(c2)CCN3C)N2CCCC2)s1 (stereo not given)	1	11	1
Cc1nc(Cc2nn(CN3CCN(c4ccccc4)CC3)c(=S)o2)cs1	nt	2	6
O=S(=O)(NCCN1CCCCCC1)c1ccccc1F	-10	-13	12
CC(C)(C(N)=O)/[N+]([O-])=C\c1ccccc1	nt	-7	1
c1ccc(-c2nc3c(NCc4ccncc4)nccc3[nH]2)cc1	-7	-6	-3
CCn1c(CN2CC(C)OC(C)C2)nc2cc(S(=O)(=O)N(C)C)ccc21 (stereo not given)	nt	-3	8
O=C(NCC1CCCN(Cc2ccc3c(c2)OCCO3)C1)c1ccco1 (stereo not given)	nt	-7&1	4&-7
Cc1ccc(C)c(CN2CCN(c3nc4c(c(=O)[nH]c(=O)n4C)n3Cc3cc(C)ccc3C)CC2)c1	nt	-1	1
CCC1SC(c2ccccc2OC)N(CCNC)C1=O (stereo not given)	-6	-2	2
Cc1nn(CC(O)COc2ccc(C(=O)c3ccccc3)cc2)c(C)c1Br (stereo not given)	-7	-18	3
CC(C)C(=O)N1CCN(c2ncnc3c2nnn3Cc2ccccc2)CC1	-9	-6	-4

Remaining list, next part
mol	mcGAS inh	hcGAS lum	NPYLR7 ag
N[C@@H]1CC[C@@H](NC(=O)CCCn2cncn2)C1	-12	-9	-2
CCN(C)c1cc(Oc2ccc(Cl)cc2)ncn1	-4	-1	-13
Cc1cc(C)c2c(-n3cccc3)c(C(=O)NC3=NCCS3)sc2n1	3	6	7
CCOCCn1c(=NC(=O)CCS(=O)(=O)c2ccccc2)sc2cccc(F)c21	-6	-2	1
CC(C)(C)C1=CC(=NS(=O)(=O)c2ccc(F)cc2)C=C(C(C)(C)C)C1=O	-3	1	7
CNC(=O)c1cc2c(=O)n3cccc(C)c3nc2n1C	-7	-7&-4	3&0
CC1(N)CCS(=O)(=O)C1 (stereo not given)	nt	-3	-3
Cc1ccc(Nc2nnc(SCC(C)C)s2)cc1	nt	-2	12
O=C(c1cccc(Br)c1)N(CC(=O)N1CCc2sccc2C1COc1ccc(Cl)cc1)C1CC1 (stereo not given)	-6	-6	21
Cc1cc2nc(-c3ccccc3)c(N3CCN(C(=O)c4ccc5c(c4)OCO5)CC3)nc2cc1C	-6	-12	nt
O=C(C1CC1c1ccc(Br)cc1)N1CCCCC1 (stereo not given)	nt	-5	3
CCc1cccc2c(C(CC(=O)NCCCOC)c3ccccc3)cn(CC)c12 (stereo not given)	-5	-4	9

Full records from above:
Listed for Cc1cc(C)c2c(-n3cccc3)c(C(=O)NC3=NCCS3)sc2n1 : mcGAS inh: 3; hcGAS lum: 6; NPYLR7 ag: 7
Listed for CC1(N)CCS(=O)(=O)C1 (stereo not given) : mcGAS inh: nt; hcGAS lum: -3; NPYLR7 ag: -3

Additional results follow.
mol	mcGAS inh	hcGAS lum	NPYLR7 ag
Cn1cnnc1SCCNC(=O)c1ccc(Cl)cc1	nt	-3	12
Cc1cc(C)cc(NC(=O)Cn2c(-c3nnc(C)o3)cc3ccccc32)c1	0	0	-1
Cc1cc(OCC(=O)NNC(=O)/C=C\c2ccc(Cl)cc2)cc(C)c1Cl	nt	-4	-2
CN1OCC(S(=O)(=O)NCc2ccco2)C1c1ccccc1Cl (stereo not given)	nt	-9	4
O=C1CCN(CC(O)C(F)(F)F)c2ccccc2CN1C1CC1 (stereo not given)	-9	-11	-1
CCc1ccc(S(=O)(=O)Nc2ccc(-c3csc4nc(C)cc(=O)n34)cc2)s1	-7	-2	-6
c1ccc(-c2nc3c([nH]2)CCc2nonc2-3)cc1	nt	-9	1
Cc1cc(Cl)ccc1C(=O)C1CCCN(C(=O)/C=C/c2cnc[nH]2)C1 (stereo not given)	-2	3	10
Cc1ccc(C)c(C(C)NC(=O)CCc2c(C)nc3nc(N)nn3c2C)c1 (stereo not given)	nt	-10	-5
CC(C)Cc1nc(-c2cccc(CN3CCN(C(=O)c4cccc(C#N)c4)CC3)c2)no1	3	4	6
COc1cn(CC(=O)NCCc2ccccc2)c(CSc2nnc(C)s2)cc1=O	-5	-2	-11
O=C(Nc1cccc(F)c1)C(C1CCCC1)N1CCN(C(=O)c2ccccc2C(F)(F)F)CC1 (stereo not given)	-6	-5	14

The results go on.
mol	mcGAS inh	hcGAS lum	NPYLR7 ag
CN(CCCNC(=O)N1CCCC1c1ccsc1)c1ccccn1 (stereo not given)	-10	-7	0
CN(Cc1cc(Br)cs1)C(=O)Cn1nnc2ccccc21	-2	0	1
CCOc1ccc(-c2nc(Cn3nnc(C(=O)Nc4ccc(C)c(F)c4)c3C)c(C)o2)cc1	-11	-4	-2
Cc1ccc(-n2nc(C(=O)NC3CC3)c(=O)n(Cc3ccc(C(F)(F)F)cc3)c2=O)cc1	-4	-4	8
CC(C)(C)c1ccc(S(=O)(=O)N2CCC[C@@H]2C(=O)NC2CCC(NC(=O)c3ccccc3)CC2)cc1 (stereo not given in full)	-3	0	0
CCOc1ncccc1C(=O)N1CCC2(CC1)C(=O)N(C)c1ccccc12	-16	-5	0
O=C1NCC2(CCCN(c3nnnn3-c3ccccc3)CC2)O1 (stereo not given)	nt	3	-1
Cc1ccc(N2C(=O)N(Cc3ccccc3C#N)C(=O)C2C)cc1 (stereo not given)	nt	1	4
COc1cccc(C(=O)NC(=NCCN2CCCC2)OCC(C)C)c1	-7	-5	15
Cc1sc2ncn(CC(=O)C34CC5CC(CC(C5)C3)C4)c(=O)c2c1C	nt	-2	0
CC(C)N1CCNC(=O)C1CC(=O)NC1(CN2CCOCC2)CCCC1 (stereo not given)	-17	-6	29
Cc1nn(C)c(C)c1CN(C)C(=O)C1(C)CC1(Br)Br (stereo not given)	nt	-7	4

Two compounds picked at random from the list so far, as already listed:
mol	mcGAS inh	hcGAS lum	NPYLR7 ag
COc1cccc(C(=O)NC(=NCCN2CCCC2)OCC(C)C)c1	-7	-5	15
O=C1NCC2(CCCN(c3nnnn3-c3ccccc3)CC2)O1 (stereo not given)	nt	3	-1

Later entries.
mol	mcGAS inh	hcGAS lum	NPYLR7 ag
c1cnc2sc(N3CCN(C4CCCCC4)CC3)nc2c1	nt	-6	1
CCc1ccc(C(=O)N2CCc3ccccc3C2c2ccc(F)cc2)cc1 (stereo not given)	-5	-3	20
O=C(C1COc2ccccc2O1)N(Cc1ccccn1)c1nc2c(F)cc(F)cc2s1 (stereo not given)	-11	-6	3
Cc1nn(-c2ccccc2)c(Cl)c1C=C1C(=O)c2ccccc2C1=O	nt	-1	4
O=C(c1ccc([N+](=O)[O-])cc1)N1CCCN(c2nc(Cc3ccc(Cl)cc3)ns2)CC1	-2	-13	-3
Cc1c(C(=O)NCc2cccc(Cl)c2)sc(=O)n1Cc1ccncc1	nt	5	9
COc1cccc(C2=NN(C(=O)CN3CCc4ccccc4C3)C(c3ccccc3Cl)C2)c1 (stereo not given)	-5	-7	18
CN(Cc1cccc(O)c1)c1nccc(CCC(F)(F)F)n1	nt	-6	-8
CCOC(=O)C1CCN(C(=O)CSc2nc(Cl)cc(N3CCN(C(=O)c4ccc(Cl)cc4)C(C)C3)n2)CC1 (stereo not given)	-6	-12	nt
COc1ccccc1CCNC(=O)Cn1nc(C(=O)N2CCN(C)CC2)cc1C	nt	-2	-8
N#Cc1c(NC=CC(=O)C(F)(F)F)sc2c1CCCC2	nt	-5	11
CCOC(=O)c1ccc2c(c1)nc(SCc1c(F)cccc1F)n2Cc1ccco1	-5	-5	4

Individual results from the entries so far.
COc1ccccc1CCNC(=O)Cn1nc(C(=O)N2CCN(C)CC2)cc1C – NPYLR7 ag = -8
CCOC(=O)c1ccc2c(c1)nc(SCc1c(F)cccc1F)n2Cc1ccco1 – NPYLR7 ag = 4
O=C(c1ccc([N+](=O)[O-])cc1)N1CCCN(c2nc(Cc3ccc(Cl)cc3)ns2)CC1 – hcGAS lum = -13
O=C(C1COc2ccccc2O1)N(Cc1ccccn1)c1nc2c(F)cc(F)cc2s1 (stereo not given) – NPYLR7 ag = 3
CCc1ccc(C(=O)N2CCc3ccccc3C2c2ccc(F)cc2)cc1 (stereo not given) – hcGAS lum = -3

Going on with the list:
mol	mcGAS inh	hcGAS lum	NPYLR7 ag
COc1ccc(C(CC(=O)NC(C)c2ccccc2)c2c[nH]c3ccccc23)cc1OC (stereo not given)	-8	-7	2
CN(Cc1ccc2c(c1)OCO2)C(=O)c1c[nH]cc1-c1ccc(Cl)s1	nt	-5	-2
CCNC(=O)CCN1CCC2(CCN(C)CC2)C(CO)C1 (stereo not given)	-5	-9	nt
CC(Cc1nc2ccccc2s1)(C(=O)N1CCOCC1)c1ccccc1 (stereo not given)	nt	-11	-4
Cc1nccn1CCN(C)c1cc(NC2CC2)nc(N)n1	nt	-3	6
CC(C)(C)c1ccccc1SCc1csc(Cc2ccc3c(c2)OCO3)n1	-5	-5	4
COc1cccc(F)c1-c1cc(C)cnc1N	-14	-1	8
Cc1ccc(OCCSc2nc3ccccc3n2CC(=O)O)cc1C	0	6	-20
C/C(=C/C(=O)N1CCCCC1C(=O)Nc1ccc(Cl)cc1Cl)C1CC1 (stereo not given)	nt	-2	6
CCCN(C(=O)c1ccc(=O)n(C)c1)c1ccc(Cl)cc1	nt	-7	9
COC(=O)c1c(C)c[nH]c1C	-6	-8	-2
CSc1nc(=O)cc(N)n1-c1ccc(C)c(C)c1	0	-2	13

Other compounds:
mol	mcGAS inh	hcGAS lum	NPYLR7 ag
COc1ccc(C(N)=S)cc1	nt	-9	1
N#Cc1ncn(Cc2nc3ccccc3n2C(F)F)n1	nt	-6	4
COCCN(Cc1ccc(C)cc1)Cc1nn(C)cc1Cl	nt	-9	22
O=C(Nc1ccc(Cl)cc1)C1CC(=O)N(CCO)C(=Nc2ccccc2)S1 (stereo not given)	2	-2	-2
Cc1cccc(N2CCN(S(=O)(=O)CCNC(=O)c3cnccn3)CC2)c1	-3	3	10
CCC(C(=O)NC1CCCC1)n1nc(C)n2c(cc3sccc32)c1=O (stereo not given)	-3	-10	3
